CF NFkB inh = blocks PAF-induced NF-kB reporter in cystic fibrosis cells; KKLEB NF-kB-GFP reporter, GFP fluorescence overnight; 360,000 tested, 0.86% active; AID 588850; inhibition, % at 5 µM;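 active = at least 50% inhibition at 5 µM, scaled per plate between neutral and stimulator controls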;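 also: PAF is a Pseudomonas aeruginosa culture filtrate used as stimulus; plate controls were PAF-stimulated DMSO wells for no effect and unstimulated DMSO wells for full effect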
Peg3 promoter = Peg3 promoter activity inhibition | HeLa PEG-Prom luciferase reporter, luminescence, overnight | inhibition, % at 20 µM | 360,000 tested, 1.7% active | AID 588405;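 active = inhibition of at least 50% at 20 µM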
TRPM1 prom inh = MITF TRPM1 promoter inhibition in SK-MEL-5 cells; SK-MEL-5 TRPM1 promoter luciferase, 24 h; inhibition, % at 12.5 µM; 330,000 tested, 0.83% active; AID 488899;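 active = mean inhibition across replicates of 60% or more, whatever share of single replicates reaches that level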; also: values of inactives mirror those of a sister screen read the other way
HIF-2a inh = blocks HIF-2a reporter activity | 786-0 RCC cells HIF-2a reporter, luciferase luminescence, overnight | inhibition, % at 18.8 µM | 360,000 tested, 0.72% active | AID 624352;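 active = inhibition of the luminescence signal of 40% or more relative to plate controls, in a single-dose primary screen at 18.75 µM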
Shn3 inh set2 = Schnurri-3 reporter inhibition in Clone20 osteoblasts | Clone20 osteoblast Shn3 3'UTR firefly luciferase, 24 h | inhibition, % at 12.5 µM | 360,000 tested, 0.52% active | AID 588674;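 active = mean inhibition of at least 75% with every replicate also reaching 75%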;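 also: 0% = median of neutral control wells and 100% = pilot-screen positive control compound; some compounds past the cut are filed as inactive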
iPSC survival up = enhancers of human iPSC single-cell survival. hiPSC single-cell survival, ATPlite luminescence; 100% = ROCK inhibitor wells, 0% = DMSO. survival enhancement, % at 20 µM. 360,000 tested, 0.044% active; in the data active = survival enhancement above about 18%;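 also: cells exposed to compounds for 16 hours before the ATP read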
EBV LMP1 NFkB = reduces LMP1-driven NF-kappaB luciferase signal | LMP1-induced NF-kappaB luciferase reporter cells, luminescence | inhibition, % at 12.5 µM | 350,000 tested, 0.69% active; in the data active = inhibition above about 41%;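 also: 0% = neutral control wells and 100% = reference inhibitor control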
C8 TRAIL sens = sensitizes caspase-8 expressing cells to TRAIL. 360,000 tested, 1% active. AID 624354. NB7+C8 cells + TRAIL, ATPlite viability luminescence. inhibition (viability loss, TRAIL sensitization), % at 10 µM;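 active = compounds causing at least 50% loss of cell viability in the single-dose screen, relative to plate controls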
NR2E3 ag-1 = human photoreceptor-specific nuclear receptor agonism | CHO-S Gal4-NCOR/VP16-NR2E3 two-hybrid, luciferase | inhibition of corepressor binding, % at 3.98 µM | 360,000 tested, 0.35% active | AID 602229;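 active = inhibition above the mean of all tested compounds plus 3 SD, cut at about 70% in these data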;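 also: 0% = DMSO with NR2E3 transfected cells and 100% = cells lacking NR2E3 construct; higher means lower luciferase signal from less NR2E3 corepressor binding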
Target sequence (Q9Y5X4 whole entry, looked up, the tested form may be a part): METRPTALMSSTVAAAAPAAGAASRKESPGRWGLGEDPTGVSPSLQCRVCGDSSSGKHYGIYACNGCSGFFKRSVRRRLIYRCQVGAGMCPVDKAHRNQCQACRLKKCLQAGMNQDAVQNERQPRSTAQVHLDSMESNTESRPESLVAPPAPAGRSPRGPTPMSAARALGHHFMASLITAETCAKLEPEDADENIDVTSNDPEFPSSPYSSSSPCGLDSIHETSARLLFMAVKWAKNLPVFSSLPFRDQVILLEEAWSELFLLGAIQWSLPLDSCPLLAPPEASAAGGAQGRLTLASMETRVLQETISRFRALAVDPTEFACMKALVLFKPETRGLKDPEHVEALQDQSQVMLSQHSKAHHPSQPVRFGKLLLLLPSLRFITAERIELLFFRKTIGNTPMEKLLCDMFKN
KKLEB tox = CF airway cell cytotoxicity counter-screen. KKLEB CF airway cells viability, ATPlite luminescence, overnight; stronger effect = lower value; cells stimulated with P. aeruginosa culture filtrate. activity change (cytotoxicity), % at 5 µM. 360,000 tested, 0.36% active. AID 602141;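 active = corrected activity change at or below -50% at 5 µM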
NR2E3 ag-2 = agonists of human nuclear receptor NR2E3 | Q9Y5X4 | GST-NR2E3/biotin-RetCOR TR-FRET, 1536-well | inhibition of corepressor binding, % at 4.78 µM | 320,000 tested, 0.12% active | AID 2300;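 active = percent inhibition above the cutoff of mean plus 3 SD of all tested compounds, set per screening campaign, cut at about 20% in these data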;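 also: 0% = DMSO wells and 100% = biotin wells as full block of FRET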
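Material: NR2E3–RetCOR corepressor complex / Amount: 1.35 nM GST-NR2E3 / Medium: Tris pH 7.5 / Compound: single nominal compound dose of 4.8 µM / Incubation: 5 h at 4 °C / Technique: TR-FRET, Eu(K)-anti-GST donor, streptavidin-D2 acceptor, ex 340, em 617/671 nm / Read-out basis: percent loss of FRET ratio relative to control wells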
* marks the source's active call; other numbers are inactive results; . = no result given. Not all compounds are listed; count on the stated rates, not on these rows.

Molecule	CF NFkB inh	Peg3 promoter	TRPM1 prom inh	HIF-2a inh	Shn3 inh set2	iPSC survival up	EBV LMP1 NFkB	C8 TRAIL sens	NR2E3 ag-1	KKLEB tox	NR2E3 ag-2
COc1ccc(C2CC=C(C(C)=O)CN2S(=O)(=O)c2ccc(C)cc2)cc1 (centres undefined)	26.6	-23.4	.	-15.4	2.2	-1.0	.	30.0	-6.0	-3.2	.
O=C(CSc1nc(O)cc(=O)[nH]1)N1CCCc2ccccc21	-10.7	-0.1	-7.3	-2.4	6.8	2.0	-4.0	-8.7	-13.2	-5.7	1.6
CCc1nc2ccc(C(=O)Nc3ccc(NC(C)=O)cc3)cn2c1N(CCC(C)C)CCN(C)C	9.1	-24.8	.	9.7	-3.0	-0.9	.	-6.4	-18.2	-3.5	.
Cc1ccc(S(=O)(=O)CCC(O)c2ccc(Cl)cc2)cc1 (centres undefined)	10.1	34.5	.	9.2	6.1	-0.5	1.0	-4.1	-3.7	-5.5	1.6
NC(=O)NOCc1c(Cl)cccc1Cl	-5.8	-18.7	-6.2	8.1	-4.6	-0.8	-0.1	0.8	1.9	2.1	0.3
Cc1c(C(=O)Nc2cccc(S(=O)(=O)N3CCOCC3)c2)oc2ccccc12	25.4	-1.0	7.7	-14.7	39.7	3.8	-9.5	-2.0	-7.9	-36.9	.
N=C1SCC(=O)N1/N=C/c1ccccc1	0.1	-79.5	-4.7	-156.4	-6.8	-0.1	4.2	12.8	-25.6	-6.3	1.9
O=C(NCc1ccc(Cl)cc1)C1CCN(S(=O)(=O)c2ccccc2)CC1	-20.7	1.2	4.4	8.5	25.3	-0.7	3.1	-18.2	14.6	23.5	8.0
Cc1cc(OCC(=O)OCC(=O)Nc2ccc(Cl)cn2)ccc1Cl	4.8	4.0	4.0	9.7	-5.3	-1.2	-8.2	-24.4	-25.4	-8.7	3.5
O=C(Nc1cc(S(=O)(=O)N2CCCCCC2)ccc1OCC(F)(F)F)c1ccc(=O)[nH]c1	-8.3	16.6	0.9	10.1	-12.8	0.8	4.5	8.9	-27.9	2.0	2.2
O=C(c1ccccc1)c1c[nH]c(C(=O)NNc2cccc(Cl)n2)c1	-3.7	-2.9	1.4	-10.4	-2.6	-0.4	1.4	-2.4	-14.4	2.0	-0.3
Cn1c(=O)c2c(-c3ccccc3)n(Cc3ccccn3)cc2n(C)c1=O	-11.3	-2.4	-1.6	6.7	-3.2	8.0	5.9	-10.1	-13.9	8.4	-0.7
C[C@@H]1CN([C@@H](C)CO)C(=O)CCCn2cc(nn2)CO[C@H]1CN(C)C(=O)CCCN(C)C	-13.2	-33.1	.	-15.3	-4.2	2.1	-11.7	-13.4	-21.5	12.4	.
O=C(CSc1nnc(-c2ccc(Br)cc2)o1)Nc1cccc(C(=O)O)c1	-4.4	24.4	88.3*	63.0*	27.9	-0.6	75.4*	62.9*	-169.3	18.3	3.1
CN(C(=O)c1ccccc1C(=O)OCC(=O)c1ccccc1)c1ccccc1	15.3	3.2	9.6	0.5	-9.2	-0.1	4.0	-2.2	-6.5	-2.1	-1.6
Cc1ccc2nc(-c3ccc(Br)cc3)cn2c1	-14.9	55.6*	50.5	40.6*	23.5	-1.1	63.8*	67.2*	-62.5	-30.0	2.8
S=C(Nc1ccccc1)N1CCN(Cc2ccccc2)CC1	6.4	-13.3	-1.7	-19.6	2.1	0.0	7.1	-10.9	-10.8	-0.7	-0.2
O=C(COC(=O)c1ccc(O)cc1)c1ccc2c(c1)OCCO2	4.6	-278.5	-82.8	-179.5	-94.4	-0.2	-26.7	21.0	-69.2	6.9	.
CC(C)[C@@H](C(=O)O)N(Cc1cccc(CN([C@H](C(=O)O)C(C)C)S(C)(=O)=O)c1)S(C)(=O)=O	-6.3	-1.0	7.7	11.4	3.3	-3.2	-0.8	-12.1	33.0	-2.1	1.3
COCCNC(=O)CN(C(=O)Cn1nnc2ccccc21)c1ccc(C)cc1	7.3	10.6	5.4	15.6	-20.2	0.9	2.1	-9.6	-14.8	3.4	-1.0
Cc1cccc(OCCC(=O)OCC(=O)Nc2c(C)nn(-c3ccccc3)c2C)c1	12.5	-1.2	5.9	-0.5	9.0	-0.3	-1.1	4.5	0.5	-4.8	3.4
CCCc1c(C(=O)Nc2ccc(F)cc2F)cnn1-c1ccccc1	4.5	5.3	6.5	5.7	-7.1	-1.0	1.8	-5.9	-9.4	-4.5	1.3
C=CCn1c(=NC(=O)c2ccc(S(=O)(=O)N3CCCC3)cc2)sc2cc(NC(C)=O)ccc21	15.3	-12.2	-4.4	10.2	-15.1	-1.5	-3.3	14.5	-21.6	15.8	-37.3
CC1(C)CC(=O)C(N=Nc2c(F)cccc2F)=C(O)C1	2.0	7.1	-1.5	5.4	-23.7	-0.8	-9.3	-3.9	-5.5	5.3	3.8
CCc1ccccc1NC(=O)COC(=O)C1C2CC3OC(=O)C1C3C2 (centres undefined)	9.8	1.1	3.9	22.3	-1.9	0.6	0.7	1.0	-19.4	0.4	-0.2
Cc1ccc(/C=C2/C(=N)N3N=C(CC(=O)N4CCCC4)SC3=NC2=O)cc1	-10.7	-18.6	8.4	3.5	-21.2	-0.6	-9.0	-14.6	5.3	3.9	0.9
CCc1nn(CC(=O)N2CCN(CC)CC2)c(=O)c2cc3sccc3n12	1.0	11.8	-1.0	-5.8	8.9	0.1	2.7	11.0	-24.0	6.0	1.7
Cc1cc(C)c(C)c(S(=O)(=O)NCc2ccncc2)c1C	-0.9	5.2	25.1	5.7	77.0	0.2	14.2	21.7	69.4	4.3	4.2
CCOC(=O)C1CCN(C(=O)COC(=O)c2nc3nc(C)cc(C)n3n2)CC1	1.5	-2.7	1.0	10.3	-5.2	-0.4	-0.1	-11.1	-8.4	-6.0	-0.3
Cc1ccc(C(=O)Nc2nc(C(N)C(C)C)cs2)cc1 (centres undefined)	20.2	-86.2	.	-133.1	-18.8	-2.6	.	0.0	-59.0	7.7	.
Cc1nc2cc(NC(=O)NCc3ccco3)ccc2n1C	9.8	-118.9	-52.6	-108.2	-52.7	-0.8	-1.4	1.7	-26.2	-8.0	-0.1
COCc1cc(C)n(CC(=O)N2CCCC2)c(=O)c1C#N	9.6	10.1	-7.3	10.2	-2.5	-0.7	7.1	1.6	-5.2	-7.3	1.1
COc1ccc(Cl)cc1N(CC(=O)Nc1cccc(SC)c1)S(C)(=O)=O	-4.7	14.2	-1.8	9.6	-3.4	2.5	1.8	0.2	7.2	8.1	0.6
COc1cc(N)c(Cl)cc1C(=O)OCC(=O)N(C)C1CCCCC1	16.3	-4.0	-9.2	-10.7	-8.6	5.3	3.0	-9.0	9.7	-6.4	2.6
C=CCOc1ccc(/C=N/NC(=O)CN(c2cc(Cl)ccc2OC)S(=O)(=O)c2ccc(C)c([N+](=O)[O-])c2)cc1	-0.7	-9.8	-2.3	18.9	5.0	0.8	-12.2	-11.6	-0.2	-6.0	0.7
CCNC(=O)Cn1c(=O)c2c(ncn2Cc2ccccc2)n(Cc2ccccc2)c1=O	8.1	17.0	6.1	11.3	3.2	0.1	-3.0	-2.6	-12.5	-18.4	2.0
O=C(c1ccccc1)N1CCN(C(=O)N2CCOCC2)CC1	8.3	4.0	3.6	3.0	3.2	2.4	-13.8	11.0	-5.8	-6.7	-0.1
CCOc1ccc(S(=O)(=O)N2CCCC(C(=O)N3CCOCC3)C2)cc1Cl (centres undefined)	-12.1	18.9	6.9	-4.5	36.3	-0.4	-3.8	-12.6	0.4	10.2	2.0
O=C(N/N=C/c1cccc([N+](=O)[O-])c1)c1cc2c(ccc3ccccc32)o1	9.0	2.3	12.2	-8.8	-1.2	-3.3	-26.8	5.9	-0.5	-4.8	2.7
NC(=O)COC(=O)c1ccc(NS(=O)(=O)c2ccc3c(c2)OCCO3)cc1	7.8	3.0	-0.6	20.0	1.7	-0.4	13.7	7.6	8.9	-4.5	-2.6
CC(C)CN(C(=O)CN1CCc2ccccc21)c1c(N)n(CC(C)C)c(=O)[nH]c1=O	-9.3	16.7	16.4	12.3	-10.1	-0.3	-6.5	-4.6	-8.1	-2.4	1.9
O=C(N/N=C/c1c(F)c(F)c(F)c(F)c1F)c1cccc(S(=O)(=O)N2CCOCC2)c1	-4.3	28.3	-15.8	7.8	17.1	-0.7	-10.5	2.5	-4.1	1.5	3.9
CCOc1nc(-c2ccccc2)ccc1-c1noc(-c2ccco2)n1	11.8	0.3	7.5	-16.1	-17.5	-3.5	-0.1	7.5	-12.6	3.6	-1.4
CSCCC(NC(=O)c1ccccc1)C(=O)N(C)CC(=O)Nc1ccc(N2CCOCC2)cc1 (centres undefined)	25.4	7.9	6.4	4.8	-3.9	-0.3	-6.2	-14.0	-9.2	-13.2	0.0
Oc1c(Cl)cc(Cl)cc1CNc1ccccn1	-2.0	-0.4	-6.3	17.7	-5.8	-0.1	3.7	-6.0	-11.2	-9.3	.
COc1cc(CCC(=O)OCn2nnc3ccccc3c2=O)cc(OC)c1OC	-7.6	5.8	-3.3	25.0	-3.8	-0.1	3.4	0.3	0.0	0.0	4.5
Cc1ccc(S(=O)(=O)NC(=O)Nc2cc(C)no2)cc1	3.4	11.7	9.5	13.1	9.6	-0.4	-4.2	14.4	-13.5	-5.6	-1.2
COc1ccc(C)cc1N(CC(=O)N1CCCC1)S(C)(=O)=O	-11.3	11.4	1.2	13.6	-7.3	-0.3	-3.0	11.6	24.2	1.7	3.1
COc1cc(C2C(Oc3ccccc3C)C(=O)N2Cc2ccc(F)cc2)cc(OC)c1OC (centres undefined)	-3.6	1.8	3.5	11.8	-34.0	0.6	13.7	8.4	-1.6	4.0	1.6
C=CCSc1n[nH]c(-c2ccc(OCCC)cc2)n1	12.5	-280.0	-93.5	-312.0	-105.4	-2.4	-57.2	13.7	-105.8	-4.2	0.9
Cc1cc(C)nc(N2CCC(C(=O)NC3CC3)CC2)n1	3.4	7.6	2.6	8.3	-8.0	-0.3	-6.6	-18.8	0.5	9.3	-1.4
CCOc1ccccc1OCC(=O)NC1CCCCC1	7.7	12.3	-3.5	8.9	5.2	3.6	-3.7	-2.6	-3.5	0.2	0.6
COc1ccc(-n2cc(-c3ccccc3)c3c(N4CCN(CCO)CC4)ncnc32)cc1	10.5	18.6	-2.5	-7.6	0.9	0.6	-4.2	1.2	25.4	-10.3	3.1
COc1ccc(C(=O)n2nc(C#N)c(C#N)c2N)cc1	-0.5	-5.4	-1.4	12.8	-1.6	-0.6	-2.1	-10.3	6.6	8.0	-2.7
